SENP7 inh: inhibitors of human SENP7 protease; Q9BQF6; AID 434973; recombinant SENP7, Z-RLRGG-aminoluciferin luminescence, 40 min; hit rate 1.5% among 330,000; inhibition, % at 5 µM;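 active = inhibition above about 50% at the single test dose, limit read from the data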;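 note: plate controls were DMSO with enzyme for no effect and no enzyme buffer wells for full effect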
Gli-Sufu antag: Gli-Sufu pathway antagonism | hit rate 0.74% among 340,000 | Sufu-KO-LIGHT fibroblasts, Gli luciferase reporter luminescence | AID 588413 | inhibition, % at 5 µM;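 active = inhibition above about 55%, limit read from the data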;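 note: 0% = DMSO-treated cells and 100% = wells with medium but no cells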
HKDC1 inh: inhibitors of human hexokinase HKDC1. Q2TB90. recombinant HKDC1, G6PDH/diaphorase resazurin coupled fluorescence. inhibition, % at 20 µM. hit rate 0.16% among 340,000. AID 493160;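 active = inhibition above about 35% when tested at 20 µM, limit read from the data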;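 note: plate controls were DMSO wells with enzyme for no effect and DMSO wells lacking enzyme for full effect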
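Assay system: recombinant HKDC1 hexokinase; detection: coupled resazurin fluorescence, excitation 525 nm, emission 613 nm; benchmarks: DMSO-plus-enzyme-mix negative control, buffer-substituted positive control; compound dosing: single 20 µM dose; schedule: 90 min at room temperature in dark; also added: glucose plus 1 mM ATP as hexokinase substrates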
SENP8 block: inhibitors of human SENP8 protease; Q96LD8; hit rate 1.2% among 330,000; purified SENP8, Z-RLRGG-aminoluciferin cleavage, luminescence; inhibition, % at 10 µM
UBC13 inh: blocks human UBC13 polyubiquitin chain formation; P61088; TR-FRET; inhibition, % at 20 µM; hit rate 0.47% among 330,000; AID 485273; in the data active = inhibition above about 45%, passing the limit was not always enough
697 NFkB inh: lowers PMA/ionomycin-induced NF-kB signal in 697 B cells; 697 B-cell NF-kB luciferase reporter, 16 h; inhibition, % at 4 µM; hit rate 0.33% among 330,000; in the data active = inhibition above about 35%
Apaf-1 inh: blocks human Apaf-1 apoptosome activity. reconstituted apoptosome caspase-3 activity, DEVD-Rh110 fluorescence. inhibition, % at 20 µM. hit rate 0.71% among 330,000. AID 489030; active = inhibition of at least 40% at 20 µM;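 note: plate controls were DMSO wells for no effect and DEVD-CHO caspase inhibitor wells for full effect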
Target sequence (O14727 whole entry, looked up): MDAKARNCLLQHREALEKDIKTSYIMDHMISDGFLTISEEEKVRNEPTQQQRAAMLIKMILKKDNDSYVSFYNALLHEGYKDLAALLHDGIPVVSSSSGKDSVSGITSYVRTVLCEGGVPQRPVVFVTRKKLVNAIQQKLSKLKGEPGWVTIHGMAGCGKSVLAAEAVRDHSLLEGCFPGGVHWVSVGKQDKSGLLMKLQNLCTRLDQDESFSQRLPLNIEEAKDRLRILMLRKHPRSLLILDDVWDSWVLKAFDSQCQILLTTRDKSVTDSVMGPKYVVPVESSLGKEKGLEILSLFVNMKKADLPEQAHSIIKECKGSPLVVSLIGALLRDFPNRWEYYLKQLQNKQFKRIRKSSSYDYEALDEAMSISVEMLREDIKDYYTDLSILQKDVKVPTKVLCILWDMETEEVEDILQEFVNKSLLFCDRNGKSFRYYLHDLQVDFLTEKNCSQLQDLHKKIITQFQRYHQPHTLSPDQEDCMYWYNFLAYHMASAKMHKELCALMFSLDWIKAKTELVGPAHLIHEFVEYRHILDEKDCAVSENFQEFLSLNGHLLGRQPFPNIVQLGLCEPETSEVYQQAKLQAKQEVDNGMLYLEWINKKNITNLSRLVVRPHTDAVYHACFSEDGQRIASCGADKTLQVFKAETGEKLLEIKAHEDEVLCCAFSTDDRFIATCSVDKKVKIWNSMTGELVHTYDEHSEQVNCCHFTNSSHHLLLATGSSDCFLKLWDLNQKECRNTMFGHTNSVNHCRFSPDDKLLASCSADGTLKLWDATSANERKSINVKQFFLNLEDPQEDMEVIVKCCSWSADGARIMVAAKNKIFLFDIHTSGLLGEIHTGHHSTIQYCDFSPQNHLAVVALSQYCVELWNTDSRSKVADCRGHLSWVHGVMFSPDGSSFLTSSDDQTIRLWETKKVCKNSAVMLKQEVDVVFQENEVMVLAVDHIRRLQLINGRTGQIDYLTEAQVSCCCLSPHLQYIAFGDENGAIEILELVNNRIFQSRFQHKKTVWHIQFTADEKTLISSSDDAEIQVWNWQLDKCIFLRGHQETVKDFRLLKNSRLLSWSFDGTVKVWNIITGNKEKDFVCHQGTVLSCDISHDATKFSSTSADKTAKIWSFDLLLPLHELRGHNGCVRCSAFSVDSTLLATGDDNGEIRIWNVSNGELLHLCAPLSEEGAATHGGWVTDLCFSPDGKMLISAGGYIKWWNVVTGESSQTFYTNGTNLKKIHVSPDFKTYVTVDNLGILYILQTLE
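Material: reconstituted apoptosome with Apaf-1, cytochrome c, caspase-9, procaspase-3, dATP / Buffer or medium: pH 7.5 Hepes buffer with CHAPS, BSA, DTT / Also added: cytochrome c with DEVD-Rh110 / Schedule: compound with Apaf-1, dATP, procaspase-3 30 min, then 50 min reaction, room temperature / Technique: rhodamine 110 fluorescence at Ex 480/Em 540 nm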
Jurkat NFkB inh: lowers PMA/ionomycin-induced NF-kB signal in Jurkat cells. PMA/ionomycin-induced NF-kB luciferase reporter, luminescence. inhibition, % at 4 µM. hit rate 0.53% among 330,000
* = called active by the depositor; · = no result given. Cut-off read from the data, not from the text of the source, unless noted: active = inhibition above about 50%; inactive = the rest.

SMILES	SENP7 inh	Gli-Sufu antag	HKDC1 inh	SENP8 block	UBC13 inh	697 NFkB inh	Apaf-1 inh	Jurkat NFkB inh
COc1ccc(Cc2noc(CN3CCCC(OCc4ccccn4)C3)n2)cc1OC (configuration not stated)	8.2	3.0	-4.8	2.6	-10.4	-1.5	9.2	-5.7
Cc1ccc([C@@H]2CC=C(C(=O)O)[C@H](c3ccccc3)N2S(=O)(=O)c2ccccc2C)cc1	3.1	-6.4	-1.2	0.6	-19.5	3.1	-2.6	-4.1
CC(=O)C(Sc1ccc2nnc(-c3ccncc3)n2n1)C(C)=O	-1.2	3.7	-6.1	5.9	0.4	2.8	-4.2	4.4
CCCn1nnnc1SCC(=O)N1CCN(C(=O)c2ccco2)CC1	-4.9	-13.4	-4.1	4.2	6.7	27.8	-5.0	-1.3
CC(=O)Oc1ccc2c(=O)oc(-c3ccc([N+](=O)[O-])cc3)nc2c1	97.5*	-16.1	-2.6	94.9*	2.3	15.1	8.8	3.9
COc1ccc(C(=O)NC2CC(C)(C)NC(C)(C)C2)cc1OC	-8.6	-3.1	-2.8	-10.8	-2.8	-7.3	0.7	-7.3
Fc1ccccc1NC(=S)N1CCN(Cc2ccccc2)CC1	4.6	-0.1	-10.0	1.0	-5.3	-1.2	-5.6	8.5
COc1ccc(Nc2nc(N)nc(CSC(=S)N3CCN(C)CC3)n2)cc1	0.0	2.1	-7.1	-5.4	1.1	-17.1	-4.4	-6.0
CCOC(=O)CC(NC(=O)Cc1cccs1)c1ccccc1Cl (configuration not stated)	1.3	2.4	-4.2	4.2	-2.5	10.5	5.2	-4.7
COc1ccc(CCNC(=O)COc2cc(O)c3c(c2)OC(C)(C)CC3=O)cc1OC	-14.1	6.8	-3.0	-14.0	-0.5	-11.5	3.8	2.5
Cc1sc2ncnc(N[C@@H](CCC(=O)O)C(=O)O)c2c1C	-0.3	-69.1	10.4	1.7	2.0	7.4	-0.5	9.1
COc1ccccc1C(=O)NCCNC(=O)c1ccc(C)nc1	-1.0	-5.0	3.0	6.9	4.9	6.5	-4.0	15.4
CCOc1ccc(N2C(=O)CC(N3CCN(c4ccccc4OC)CC3)C2=O)cc1 (configuration not stated)	-7.7	-4.9	-2.6	-4.3	-10.4	-42.7	4.2	-12.1
NC(=O)CSc1nnnn1-c1ccc2c(c1)OCCO2	3.7	0.5	-8.4	-2.6	8.4	8.5	0.4	4.6
CC(C)(C)c1ccc(Cn2nnc3c(=O)[nH]c(C4CCN(C(=O)Cc5cccs5)CC4)nc32)cc1	-1.1	2.2	9.5	-14.2	-3.9	-42.5	36.8	4.8
C=CCNc1ccc(N2C(=O)C3CCC(C)CC3C2=O)cc1[N+](=O)[O-] (configuration not stated)	9.9	·	·	2.5	-31.7	23.0	-5.6	-1.2
COc1cccc(-c2nnc(-c3ccc(C(F)(F)F)cc3)o2)c1	36.2	-55.2	0.2	14.9	11.3	-23.4	-0.9	-28.4
Cc1ccc(NNC(=O)c2cc(C)on2)c(C)c1	3.8	2.9	-5.9	-1.2	-2.2	9.6	-7.7	1.2
C#CCOCCOCCOCCNc1nc(N2CCN(C(=O)[C@H](Cc3ccc(O)cc3)n3cc(C(N)CC(C)C)nn3)CC2)nc(N2CCN(C(=O)[C@H](CCC(=O)O)n3cc(C(N)[C@H](C)CC)nn3)CC2)n1 (some centres not stated)	-15.7	-8.7	-2.5	-1.7	-7.8	-41.7	0.9	-28.4
COc1cccc(CNc2nc(SC)ncc2CO)c1	-1.3	-15.4	-6.0	-0.8	19.7	14.4	3.6	14.5
CCOC(=O)/C(C#N)=C(C)/C=C1\Sc2ccccc2N1CC	-2.3	-38.4	-7.7	1.6	-29.3	-87.0	3.8	-58.2
Cc1nnc(SCC(=O)NC23CC4CC(CC(C4)C2)C3)s1	5.5	-10.8	-0.2	7.0	-0.9	6.6	-3.9	-9.4
CCN(Cc1ccncc1)C(=O)c1cc(COc2ccc(F)cc2F)on1	-2.3	50.8	-5.8	8.4	-0.2	-29.9	1.8	0.6
CCOc1ccccc1NC(=O)Nc1ccc2c(c1)CCC2	52.9*	-48.2	0.9	47.5	7.4	-31.5	21.0	-28.4
Cc1ccc(C)c(-c2nnc(NC(=O)Cc3ccc(F)cc3)o2)c1	-0.8	-3.0	-2.6	0.1	-7.1	12.5	6.1	-5.3
CN(C)S(=O)(=O)c1ccc(C(=O)OCn2nnc3ccccc3c2=O)cc1	3.4	3.9	-1.8	-7.0	-4.7	-7.9	7.5	1.9
CCn1c(=O)ccc2cc([N+](=O)[O-])ccc21	-7.9	-8.1	5.4	-7.4	-19.4	-4.4	4.2	5.0
COc1ccc(S(=O)(=O)N(C)c2ccc(C(=O)NCc3ccccn3)cc2)cc1OC	0.9	-8.8	-1.7	1.8	-14.9	-19.3	-0.7	4.0
CC1=C(C)CC(C(=O)Nc2ccc3c(c2)OCO3)C(C(=O)O)C1 (configuration not stated)	6.1	-1.5	6.8	2.1	2.7	1.7	8.1	1.9
CCc1ccc(C(=O)NNC(=O)CN2C(=O)NC(CC)(c3ccccc3)C2=O)cc1 (configuration not stated)	4.9	-10.5	-1.9	-8.7	3.3	-14.2	10.7	-8.2

Eight entries already listed, sorted by number of heavy atoms, high to low.
SMILES	SENP7 inh	Gli-Sufu antag	HKDC1 inh	SENP8 block	UBC13 inh	697 NFkB inh	Apaf-1 inh	Jurkat NFkB inh
C#CCOCCOCCOCCNc1nc(N2CCN(C(=O)[C@H](Cc3ccc(O)cc3)n3cc(C(N)CC(C)C)nn3)CC2)nc(N2CCN(C(=O)[C@H](CCC(=O)O)n3cc(C(N)[C@H](C)CC)nn3)CC2)n1 (some centres not stated)	-15.7	-8.7	-2.5	-1.7	-7.8	-41.7	0.9	-28.4
COc1ccc(S(=O)(=O)N(C)c2ccc(C(=O)NCc3ccccn3)cc2)cc1OC	0.9	-8.8	-1.7	1.8	-14.9	-19.3	-0.7	4.0
CCN(Cc1ccncc1)C(=O)c1cc(COc2ccc(F)cc2F)on1	-2.3	50.8	-5.8	8.4	-0.2	-29.9	1.8	0.6
COc1cccc(-c2nnc(-c3ccc(C(F)(F)F)cc3)o2)c1	36.2	-55.2	0.2	14.9	11.3	-23.4	-0.9	-28.4
CCOC(=O)/C(C#N)=C(C)/C=C1\Sc2ccccc2N1CC	-2.3	-38.4	-7.7	1.6	-29.3	-87.0	3.8	-58.2
Cc1nnc(SCC(=O)NC23CC4CC(CC(C4)C2)C3)s1	5.5	-10.8	-0.2	7.0	-0.9	6.6	-3.9	-9.4
COc1cccc(CNc2nc(SC)ncc2CO)c1	-1.3	-15.4	-6.0	-0.8	19.7	14.4	3.6	14.5
Cc1ccc(NNC(=O)c2cc(C)on2)c(C)c1	3.8	2.9	-5.9	-1.2	-2.2	9.6	-7.7	1.2

Next records follow.
SMILES	SENP7 inh	Gli-Sufu antag	HKDC1 inh	SENP8 block	UBC13 inh	697 NFkB inh	Apaf-1 inh	Jurkat NFkB inh
CC1(C)Cc2cccc(OCC(=O)Nc3ccc(S(N)(=O)=O)cc3)c2O1	0.4	5.3	0.0	4.9	3.8	-3.8	3.4	-11.3
CC(C)[C@H](N)C(=O)NC[C@H]1O[C@@H](n2cnc3c(N)ncnc32)[C@H](O)[C@@H]1O	5.7	-6.3	-3.1	·	·	16.0	0.3	·
COC(=O)c1ccc(C(=O)OC)c(NC(=S)N2CCN(c3ccc(F)cc3)CC2)c1	-3.3	0.1	-12.2	-13.3	0.4	-19.7	-22.2	-7.8
O=C(NNS(=O)(=O)c1ccccc1)c1cnn(-c2ccc(Cl)cc2)c1C(F)(F)F	2.8	1.1	-3.2	0.3	-2.0	-5.7	-2.5	9.1
Fc1ccc(Nc2c3c(nc4ccccc24)CCC3)cc1	-6.2	34.5	-6.8	-7.3	-7.3	-26.7	6.9	9.8
O=C1c2ccc(Oc3ccc([N+](=O)[O-])cc3)cc2C(=O)N1CCO	-1.3	8.4	-4.5	-12.6	-4.2	3.9	0.5	-6.4
COc1cccc(CN(C)CC(=O)Nc2cccc3ccccc23)c1	-3.1	4.9	-2.9	-6.2	-3.5	6.2	12.2	-7.1
O=C(CN1CCN(c2ccc(F)cc2)CC1)Nc1ccccc1C(=O)NCCc1ccccc1	-11.4	-2.8	4.0	2.9	23.8	-22.2	13.7	7.2
Cc1cc(C(=O)OCC(=O)Nc2cc(S(=O)(=O)N(C)C)ccc2C)c2ccccc2n1	-6.7	0.8	-6.0	5.5	-4.4	9.5	-17.8	11.5
Cc1ccc(C)c(NS(=O)(=O)c2cc(C(=O)NCc3ccncc3)ccc2C)c1	-4.2	-8.1	-1.5	2.1	9.1	3.5	15.5	4.9
CCOC(=O)Cc1csc(NC(=O)c2sc3nc4ccc(C)cc4cc3c2N)n1	-12.3	-0.8	2.0	-17.1	-20.0	-25.9	18.8	-16.6
CCOc1cccc(C(=O)Nc2ccc3c(c2)OCCO3)c1	64.6*	-93.3	-2.7	41.8	-6.4	-167.6	8.3	-145.9
Cc1cc(Cl)cc(Cl)c1CNc1c([N+](=O)[O-])c(=O)oc2ccccc12	4.9	1.6	15.1	-4.5	3.4	-7.8	21.3	2.8
CCC(=O)NC1(C(F)(F)F)C(=O)Nc2c1c(=O)[nH]c(=O)n2CC(C)C (configuration not stated)	2.9	45.1	-1.2	-3.2	6.9	-4.0	-12.7	11.1
Fc1ccccc1-c1nnc2ccc3ccccc3n12	0.1	6.9	8.2	9.0	5.0	-5.3	6.8	0.4
COc1ccc(-c2cc(C(F)(F)F)nc(N3CCCCC3)n2)cc1OC	-5.9	6.3	7.5	-6.1	23.3	-6.0	18.3	-15.8
Cc1[nH][nH]c(=O)c1/C=N/N1CCOCC1	-3.2	-13.2	-1.1	-8.1	-0.7	11.2	-7.9	-0.4
Cc1cc(C(=O)NCCc2ccccc2)c2cc(F)ccc2n1	-3.4	-14.6	-9.7	-5.5	-5.8	-8.7	2.2	5.2
NS(=O)(=O)c1ccc(NC(=O)COC(=O)CCC2CCCC2)cc1	-4.5	16.0	-1.8	-6.9	-8.1	-4.6	4.4	-21.7
Cc1ccc(NC(=O)CC2CS(=O)(=O)CC2CC(=O)Nc2ccc(C)c(C)c2)cc1C (configuration not stated)	1.6	-23.9	-4.2	-0.4	0.5	-18.5	3.4	1.7
C/C(=N\NC(=O)CCc1ccccc1)C1C(=O)c2ccccc2C1=O	25.8	14.0	-4.6	20.5	-16.9	-20.6	-3.5	-2.4
O=C(COC(=O)C1CCN(/C=C/C(=O)C(F)(F)F)CC1)Nc1ccccc1	9.4	-6.2	-10.7	1.5	-7.2	6.3	-0.4	-1.3
COc1cccc(N2CCN(C3CCCC(C)C3)CC2)c1 (configuration not stated)	3.5	3.0	-9.1	-4.1	3.6	-3.5	-15.6	-3.4
COc1cc(C(=O)NCCN2CCN(C(=O)c3cc(OC)c(OC)c(OC)c3)CC2)cc(OC)c1OC	5.1	-15.5	3.9	2.0	1.6	22.6	5.3	2.2
COc1ccc(NC(=O)CN(C)C(=O)C2(c3ccccc3)CCCC2)cc1	3.8	31.5	0.3	-7.6	7.4	71.0*	7.1	12.4
COc1cccc(-c2cc(C(=O)N3CCN(c4ncccn4)CC3)c3ccccc3n2)c1	-1.9	-14.6	0.5	-2.1	-6.6	-7.5	19.1	-9.1
CC1CCCN(S(=O)(=O)c2ccc(NC(=O)C3CCN(C(=O)C(C)(C)C)CC3)cc2)C1 (configuration not stated)	-2.4	10.4	-3.9	-0.5	11.7	5.2	9.4	13.4
O=C(O)c1cccnc1SC1CC(=O)N(Cc2ccccc2)C1=O (configuration not stated)	1.6	4.8	-2.2	-6.1	6.6	9.8	-4.6	1.6
CCN(C(=O)CSc1nc2cc(Cl)ccc2c(=O)n1CC(C)C)C1CCS(=O)(=O)C1 (configuration not stated)	13.2	8.8	-3.2	-8.4	-5.4	-11.6	11.8	-2.3
